PPARg SRC1 recr = agonists of human PPARgamma SRC-1 coactivator recruitment; AID 631; PPARgamma-SRC-1 coactivator recruitment biochemical assay; activation, % at 8 µM; P37231; 200,000 compounds, 0.41% hits; in the data active = activation above about 19%;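 also: 0% = DMSO and 100% = reference agonist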
Target sequence (P37231 whole entry, looked up): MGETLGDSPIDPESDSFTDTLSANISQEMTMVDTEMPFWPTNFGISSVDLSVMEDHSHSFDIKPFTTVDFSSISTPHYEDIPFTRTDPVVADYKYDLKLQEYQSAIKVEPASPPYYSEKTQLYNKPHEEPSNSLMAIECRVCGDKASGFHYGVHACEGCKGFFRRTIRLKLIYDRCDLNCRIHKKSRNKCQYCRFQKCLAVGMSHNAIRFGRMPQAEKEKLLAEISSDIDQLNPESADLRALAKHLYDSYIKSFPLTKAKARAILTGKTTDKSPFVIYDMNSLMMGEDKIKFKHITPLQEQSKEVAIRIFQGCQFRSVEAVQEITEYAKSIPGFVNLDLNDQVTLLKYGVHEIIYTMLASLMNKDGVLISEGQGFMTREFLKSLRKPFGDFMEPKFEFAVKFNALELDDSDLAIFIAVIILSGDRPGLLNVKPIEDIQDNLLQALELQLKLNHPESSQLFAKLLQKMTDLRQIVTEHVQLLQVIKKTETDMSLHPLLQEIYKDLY
PPARg SRC-2 ag = promotes SRC-2 coactivator recruitment by human PPARgamma | P37231 | 200,000 compounds, 0.34% hits | PPARgamma LBD-SRC-2 recruitment, biochemical | activation, % at 8 µM | AID 1032; in the data active = activation above about 22%;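 also: 0% = vehicle and 100% = reference agonist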
STAT1 blocker = reduces IFN-gamma driven STAT1 reporter signal; NIH 3T3 STAT1-luciferase reporter, luminescence; inhibition, % at 5.5 µM; 200,000 compounds, 0.35% hits; AID 920;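 active = inhibition above a set limit, the mean inhibition across all tested compounds plus 3 SD, cut at about 34% in these data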;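 also: 0% = IFN-gamma with DMSO and 100% = IFN-gamma with 300 µM nifuroxazide; values of inactives mirror those of a sister screen read the other way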
STAT3 inh = inhibitors of IL-6 induced STAT3 signaling; U3A cells, IL-6 STAT3-luciferase reporter, luminescence; host cell line lacks STAT1; 190,000 compounds, 0.89% hits; inhibition, % at 5.5 µM; AID 862;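 active = inhibition above the mean inhibition across all screened compounds plus 3 SD, cut at about 44% in these data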;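 also: 0% = DMSO only wells and 100% = 100 µM nifuroxazide control wells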
SRC2 TRFRET art = flags TR-FRET format artefacts in PPARgamma SRC-2 recruitment agonist screen. 200,000 compounds, 0.4% hits. TR-FRET ratio at 8 µM. TR-FRET artefact counter-screen; active compounds read high; in the data active = TR-FRET ratio above about 2000; also: inactives centre near 1500
RAM network inh = blocks the yeast RAM network | 190,000 compounds, 1.8% hits | AID 868 | S. cerevisiae dse1pr::URA3 reporter, 5-FOA growth OD615, 2 d; analog-sensitive cbk1-as2 kinase mutant strain | inhibition, % at 50 µM;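 active = inhibition above a set limit, 3 SD over mean compound inhibition, cut at about 8.4% in these data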;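 also: 0% = DMSO-only wells with no growth and 100% = 10 µM 1-NA-PP1 full growth; inhibition rescues growth on 5-FOA so higher OD means more RAM inhibition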
PPARg SRC-3 ag = promotes SRC-3 coactivator recruitment by human PPARgamma; P37231; biochemical PPARgamma/SRC-3 coactivator recruitment assay; activation, % at 8 µM; 200,000 compounds, 0.26% hits; in the data active = activation above about 23%;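 also: 0% = DMSO and 100% = reference agonist; some compounds past the cut are filed as inactive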
ROMK primary = human ROMK K+ channel modulation, primary screen; P48048; Tet-inducible ROMK, thallium flux fluorescence; actives lie on both sides; B-score at 10 µM; 130,000 compounds, 2% hits; AID 1918;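 active = signal ratio slope over the read window, or its plate-corrected B-score, at least 3 SD from the plate mean, either direction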;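 also: B-score of the F/F0 ratio slope over 7 to 12 s after thallium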
Target sequence (P48048 whole entry, looked up): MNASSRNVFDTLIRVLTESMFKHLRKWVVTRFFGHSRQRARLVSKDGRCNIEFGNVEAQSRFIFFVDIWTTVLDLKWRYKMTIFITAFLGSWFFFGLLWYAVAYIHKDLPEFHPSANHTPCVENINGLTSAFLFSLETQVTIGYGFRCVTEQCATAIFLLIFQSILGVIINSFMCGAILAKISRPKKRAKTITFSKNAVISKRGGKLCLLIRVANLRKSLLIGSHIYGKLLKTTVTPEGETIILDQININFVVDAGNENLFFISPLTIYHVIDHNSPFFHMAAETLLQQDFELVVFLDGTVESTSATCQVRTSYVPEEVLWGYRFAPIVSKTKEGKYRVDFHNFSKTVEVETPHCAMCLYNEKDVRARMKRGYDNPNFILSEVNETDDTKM
TLR4 MyD88 comp = blocks binding of human TLR4 to MyD88; O00206+Q99836; HeLa CL3-4 TLR4/MyD88 BLA complementation, FRET ratio; inhibition, % at 8.4 µM; 200,000 compounds, 0.18% hits; AID 861; in the data active = inhibition above about 25%;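 also: 0% = vehicle and 100% = reference inhibitor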
STAT3 act = STAT3 signaling activation | U3A cells, IL-6 STAT3-luciferase reporter, luminescence; 100% = signal with IL-6 EC80 alone | activation (% of control), % at 5.6 µM | 190,000 compounds, 0.91% hits | AID 871;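 active = activation above the screen-wide mean of compound activation plus 3 SD, cut at about 130% in these data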;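 also: 0% = background luminescence of wells with medium and substrate only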
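Material: STAT3-luciferase reporter U3A cells. Controls: IL-6-treated wells, 100% activation. Read-out: % activation versus median of IL-6-stimulated wells. Probe or stimulus: IL-6 stimulus at 33 ng/mL final. Timing: compound 1 h, then IL-6 6 h at 37 °C. Signal: reporter luminescence signal.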
S1P3 antag = blocks the human S1P3 receptor; Q99500; CHO S1P3 NFAT-BLA reporter, FRET fluorescence, antagonist mode; inhibition, % at 4.98 µM; 170,000 compounds, 0.27% hits;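 active = inhibition above the plate cutoff, the mean inhibition of test wells on that plate plus 3 SD, cut at about 28% in these data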;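 also: cells challenged with S1P at its EC80 of 0.8 µM; blue over green emission ratio from cleaved BLA substrate after 4 h stimulation; 0% = S1P-stimulated wells and 100% = unstimulated DMSO-only wells; some compounds past the cut are filed as inactive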
The depositor's hits bear a star; x = no result given. Outcome played no part in choosing rows; any-hit rate near 5.6%.

compound	PPARg SRC1 recr	PPARg SRC-2 ag	STAT1 blocker	STAT3 inh	SRC2 TRFRET art	RAM network inh	PPARg SRC-3 ag	ROMK primary	TLR4 MyD88 comp	STAT3 act	S1P3 antag
Cc1ccc(NC(=O)CN2C(=O)NC3(CCCc4ccccc43)C2=O)cc1S(=O)(=O)N1CCOCC1 (configuration not stated)	-6	-3	-1	-12	1387	-0.2	3	0.52	-6	117	-10
Nc1ccc2oc(-c3ccccc3Cl)nc2c1	7	0	-56	34	1657	2.0	-4	-0.016	-10	68	-6
COc1ccc(-n2c(C)cc(C(=O)COc3ccc(-n4cnnn4)cc3)c2C)cc1	3	-10	7	11	1442	3.8	-1	0.29	7	97	2
Cn1c(=O)[nH]c(=O)c2c1nc(NCc1ccco1)n2Cc1ccccc1Cl	-4	4	17	12	1617	4.9	-1	-0.79	12	94	-14
O=C(CN1CCN(Cc2ccccc2F)C1=O)NCCc1ccc(Cl)cc1	-4	-2	-5	9	1505	3.4	-13	x	14	97	x
CCCCc1nnc(NC(=O)COC)s1	-10	3	0	0	1358	1.0	-1	x	-8	100	-15
CCCCNC(=S)NNC(=O)c1ccco1	0	7	-2	0	1374	0.9	2	x	1	103	x
Cc1cc(C(=O)CN2C(=O)NC(Cc3c[nH]c4ccccc34)C2=O)c(C)n1C (configuration not stated)	0	3	8	0	1541	0.7	7	x	-6	105	4
COc1ccc(N2CCN(CCCNC(=O)CCCn3c(=O)[nH]c4ccsc4c3=O)CC2)cc1	5	6	-2	1	1586	0.7	4	x	0	103	x
CCOC(=O)c1c(C)[nH]c(C)c1C(=O)COc1ccc(NC(=O)c2ccco2)cc1	-10	-6	4	-1	1309	1.6	-9	x	13	105	12
CCSc1nnc(C)c(=O)n1COC(=O)c1ccc(S(=O)(=O)N2CCCC2)cc1	-1	-3	12	-2	1566	0.6	-4	x	-11	107	2
O=C(Nc1sc2c(c1C(=O)O)CCC2)c1ccc(F)cc1	6	-1	-17	9	1799	3.4	2	0.74	-5	97	-3
NC(=O)c1c(NC(=O)c2ccncc2)sc2c1CCCC2	-1	1	-18	32	1558	5.5	-1	-0.23	-6	80	8
CNC(=O)[C@@]1(C)C=C[C@@H](Cc2ccccc2)N1C(=O)OC	-3	11	8	-6	1379	0.4	2	0.15	-14	102	-27
Cc1ccc2nc(CSc3nnc(-c4ccco4)o3)cc(=O)n2c1	9	3	-1	9	1451	0.4	-2	1.1	-10	96	13
CCC(C)C(NC(=O)c1ccccc1NC(=O)c1ccccc1)C(=O)N1CCOCC1 (configuration not stated)	-2	-3	-4	-15	1567	1.3	-1	x	-11	113	-11
COc1ccc(/C=N/Nc2nc(N)cc(Cl)n2)cc1OC	5	6	-2	-2	1478	1.4	3	0.23	2	108	23
CCC1CCCCN1CCCNC(=O)c1cc2c(Cl)nc3ccccc3c2s1 (configuration not stated)	6	12	-24	12	1567	2.0	2	-0.28	6	99	11
CCOc1ccc(N2C(=O)CCC2=O)cc1	-3	4	-1	0	1479	2.4	9	x	-8	102	-64
CCCn1c(=S)[nH]c2cc(C(=O)N3CCc4ccccc43)ccc2c1=O	4	8	-8	-8	1669	3.0	4	x	2	111	x

Reformatted with values under each structure: entries from further up.
Each structure is followed by: PPARg SRC1 recr, PPARg SRC-2 ag, STAT1 blocker, STAT3 inh, SRC2 TRFRET art, RAM network inh, PPARg SRC-3 ag, ROMK primary, TLR4 MyD88 comp, STAT3 act, S1P3 antag
CCC1CCCCN1CCCNC(=O)c1cc2c(Cl)nc3ccccc3c2s1 (configuration not stated)
 : 6, 12, -24, 12, 1567, 2.0, 2, -0.28, 6, 99, 11
CCOc1ccc(N2C(=O)CCC2=O)cc1
 : -3, 4, -1, 0, 1479, 2.4, 9, x, -8, 102, -64
CCCn1c(=S)[nH]c2cc(C(=O)N3CCc4ccccc43)ccc2c1=O
 : 4, 8, -8, -8, 1669, 3.0, 4, x, 2, 111, x

(further entries)
compound	PPARg SRC1 recr	PPARg SRC-2 ag	STAT1 blocker	STAT3 inh	SRC2 TRFRET art	RAM network inh	PPARg SRC-3 ag	ROMK primary	TLR4 MyD88 comp	STAT3 act	S1P3 antag
N#CN=C(N)c1ccccc1	-7	0	-3	-4	1515	0.8	-1	x	-12	106	1
Cc1cc(C)c(C#N)c(SCC(=O)N2CCN(Cc3ccccc3)CC2)n1	4	5	1	12	1480	1.5	-4	-0.033	-4	95	x
CC1CCN(C(=O)CSc2nnc(-c3ccco3)o2)CC1	3	4	-1	14	1764	3.9	1	x	1	92	-27
CC(C)N1CCC(N2CCN(Cc3ccc(-c4ccccc4Cl)o3)CC2CCO)CC1 (configuration not stated)	-2	-5	1	4	1307	-0.8	3	x	13	100	1
CCOCCCn1c(SCC(=O)NC(C)C)nc2ccccc2c1=O	-10	2	-8	10	1498	-1.4	-2	x	8	98	3
COc1ccc(N=C2SC(C(=O)Nc3ccc(F)cc3)CC(=O)N2C)cc1 (configuration not stated)	8	5	12	3	1547	2.6	-2	-1.2	3	99	12
Cc1[nH]c(=S)[nH]c(=O)c1CCCO	1	-6	6	14	1591	0.3	-2	0.015	-9	93	-2
COC(=O)c1ccccc1NC(=O)CN(C1CCCCC1)S(C)(=O)=O	-6	0	-2	3	1542	-0.3	-9	x	-2	101	0
COC(=O)CNC(=O)CNC(=O)Nc1ccccc1	-1	1	-17	-8	1588	1.4	-3	x	-8	110	-4
CCOC(=O)C1(CC2CC2)CCN(C(=O)c2cccnc2C)CC1	0	1	-17	2	1553	1.6	2	0.018	-14	102	-7
O=C(CSc1nc2nc3c(cc2c(=O)n1-c1ccccc1)CCCC3)Nc1cccc2ccccc12	3	12	11	3	2372*	3.0	-2	x	5	100	5
c1ccc2c(c1)oc1c(N3CCN(Cc4ccc5c(c4)OCO5)CC3)ncnc12	-1	-4	-14	5	1398	-0.1	6	-1.6	1	99	-2
CSc1ccccc1C(=O)Nc1ccc(C)c(C)c1	3	10	-21	8	1793	1.3	4	0.016	-12	93	x
CCOC(=O)C1C(=O)OC(C)(C)C1C(C)C(=O)c1ccc(OC)cc1 (configuration not stated)	3	6	4	9	1554	1.4	-2	x	-3	95	-8
Oc1ccccc1CN(Cc1ccco1)CC(O)COCc1ccc(Cl)cc1 (configuration not stated)	3	9	1	8	1593	-0.9	2	-1.9	-3	100	-2
COc1ccccc1-n1c(SCC(=O)Nc2ccc3c(c2)OCO3)nc2c(c1=O)SCC2	1	13	0	0	1659	2.0	2	x	-3	103	x
O=C(Cc1c(F)cccc1Cl)Nc1ccc(S(=O)(=O)NCC2CCCO2)cc1 (configuration not stated)	5	12	1	-4	1655	1.6	4	-0.5	8	106	-27
CCOc1ccc(N(CC(=O)N/N=C/c2cc([N+](=O)[O-])ccc2Cl)S(C)(=O)=O)cc1	1	-2	-2	6	1545	1.7	-5	-0.12	-10	101	x
O=[N+]([O-])/C(=C\Nc1ccccc1)S(=O)(=O)c1ccccc1	-3	11	1	-1	1458	2.5	2	x	-3	102	x
CCN(CC)S(=O)(=O)c1cccc(-c2nnc(SCCCC(=O)c3ccccc3)o2)c1	11	8	10	5	1548	12*	13	x	12	99	15
Nc1nc2c(c(=O)[nH]1)C(c1cccc3ccccc13)C1=C(N2)c2ccccc2C1=O (configuration not stated)	1	-2	0	5	1498	6.0	0	-0.061	-14	103	-12
COc1cccc(Nc2ccc(C(=O)O)cc2[N+](=O)[O-])c1	-4	3	-2	8	1476	1.5	0	x	13	95	1
COc1ccc(OC)c(NC(=O)c2cccc(C)c2[N+](=O)[O-])c1	-1	9	0	3	1565	2.7	8	-0.014	-11	102	7
CC(/C=N/NC(=O)c1cc(-c2ccc3ccccc3c2)n[nH]1)=C\c1ccco1	12	11	-35	9	1683	2.4	3	0.8	-2	96	-2
O=[N+]([O-])c1ccccc1OCCCCN1CCCCC1	11	3	8	8	1514	0.6	-1	0.21	-5	99	x
COc1ccc(Nc2nnc(-c3ccc(O)cc3)c3ccccc23)cc1C(N)=O	5	14	6	14	1616	1.5	4	-0.26	1	94	-4
Cc1cc(NC(=O)COc2ccc3oc4ccccc4c3c2)no1	27*	21	7	10	1701	0.7	11	-0.042	5	95	-40
O=C(Nc1ncnc2c1ncn2C1OC(COC(=O)c2ccccc2)C(F)C1O)c1ccccc1 (configuration not stated)	0	7	1	-3	1436	2.7	0	x	6	105	8
O=C(Nc1nncs1)c1cc2c(s1)CCC2	-3	2	-29	-4	1496	1.3	-1	-0.03	-3	105	4
O=c1cc(N2CCC3(CC2)OCCO3)[nH]c(=O)n1-c1ccc(Cl)cc1	8	2	1	2	1525	0.9	4	-0.48	1	100	-26
COc1ccccc1NS(=O)(=O)c1ccc(NC(=O)c2nc3nc(C)cc(C(F)F)n3n2)cc1	0	10	5	4	1363	5.3	3	-0.039	-11	96	x
Cc1ccc(NC(=O)CSc2nnc(-c3n[nH]c4ccccc34)n2-c2ccccc2)c(C)c1	0	-1	20	19	1668	0.5	-3	x	-9	86	4

Source: PubChem BioAssay
